Screens from PubChem BioAssay.
D2 agonist = HTS Assay for Allosteric Agonists of the Human D2 Dopamine Receptor: Primary Screen for Agonists. D(2) dopamine receptor (Homo sapiens), P14416. HEK293 T-REx D2 cells, calcium flux agonist mode. activation, % at 2 µM. 340,000 compounds, 0.53% hits. AID 485358, 2010;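 active = activation over 3 SD above normal in the single-dose calcium agonist read, cut at about 30% in these data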; also: 0% is about no effect
Target sequence (P14416 whole entry, looked up): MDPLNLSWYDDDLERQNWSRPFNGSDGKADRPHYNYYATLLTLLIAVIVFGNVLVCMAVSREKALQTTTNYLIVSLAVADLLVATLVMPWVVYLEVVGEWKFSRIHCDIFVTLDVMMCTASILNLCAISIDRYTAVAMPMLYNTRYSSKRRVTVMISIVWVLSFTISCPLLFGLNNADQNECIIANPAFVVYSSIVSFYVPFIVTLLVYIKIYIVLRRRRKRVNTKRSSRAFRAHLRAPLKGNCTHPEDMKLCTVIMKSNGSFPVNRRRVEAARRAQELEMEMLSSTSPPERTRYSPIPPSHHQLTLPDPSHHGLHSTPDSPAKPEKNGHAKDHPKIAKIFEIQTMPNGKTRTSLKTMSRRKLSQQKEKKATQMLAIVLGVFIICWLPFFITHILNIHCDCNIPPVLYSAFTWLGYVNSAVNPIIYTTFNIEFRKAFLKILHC
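Calcium-flux readout, 1 cycle/sec over 180 s following compound pin transfer, in inducible HEK293 Trex D2 cells (force-coupled); dopamine controls included. Positive calcium responses during this window marked compounds as potential agonists.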
D1 ag = Allosteric Agonists of the Human D1 Dopamine Receptor: qHTS; D(1A) dopamine receptor (Homo sapiens), P21728; HEK293 T-REx D1 cells, calcium flux, agonist mode; activation, % at 2 µM; 360,000 compounds, 1% hits; AID 504660, 2011; in the data active = activation above about 30%; also: 0% is about no effect
Target sequence (P21728 whole entry, looked up): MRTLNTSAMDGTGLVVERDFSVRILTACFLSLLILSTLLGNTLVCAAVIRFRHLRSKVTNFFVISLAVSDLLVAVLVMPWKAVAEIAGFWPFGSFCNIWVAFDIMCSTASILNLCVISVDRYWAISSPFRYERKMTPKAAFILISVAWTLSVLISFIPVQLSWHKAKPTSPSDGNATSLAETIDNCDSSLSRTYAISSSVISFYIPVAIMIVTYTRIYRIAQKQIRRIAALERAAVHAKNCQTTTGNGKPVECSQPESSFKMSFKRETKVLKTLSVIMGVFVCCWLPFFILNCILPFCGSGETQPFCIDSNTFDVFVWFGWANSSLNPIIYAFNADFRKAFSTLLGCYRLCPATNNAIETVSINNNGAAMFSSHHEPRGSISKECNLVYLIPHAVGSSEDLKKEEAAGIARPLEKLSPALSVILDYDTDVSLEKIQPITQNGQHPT
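Inducible HEK293 T-REx D1 cells, force-coupled to calcium signalling, were plated at 4000 cells/well with tetracycline and held overnight at 30 C. After no-wash calcium dye loading, compound-evoked calcium rise over 180 s flagged agonists.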
TRHR PAM = qHTS for Small Molecule Agonists and Allosteric Enhancers of Human TRH Receptor: Primary Screen for Enhancers; Thyrotropin-releasing hormone receptor (Homo sapiens), P34981; enhancement, % at 2 µM; 360,000 compounds, 0.66% hits; TRHR cells, fluo-8 calcium fluorescence, EC20 TRH enhancement; AID 493056, 2011; in the data active = enhancement above about 30%; also: 0% is about no effect
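TRHR-expressing cells loaded with fluo-8 calcium dye were read kinetically (ex 480/em 530) during compound addition, then stimulated with an EC20 of TRH (10 nM final). Enhancement of the Gq-mediated intracellular calcium response was scored.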
RXFP1 antagonist = qHTS Assay for Antagonists of the Relaxin Receptor RXFP1; 350,000 compounds, 0.59% hits; Relaxin receptor 1 (Homo sapiens), Q9HBX9; HEK293-RXFP1, relaxin-stimulated cAMP HTRF, 30 min; active compounds read low; activity change, negative = inhibition, % at 57.5 µM;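 active = activity change of -60% or lower, but not beyond a set lower limit; inconclusive = change between -60% and -40%, or beyond the set limit; inactive = change above -40%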; also: % is scaled to controls: 0 for no effect and ±100 for the full control effect
D2 antagonist = HTS Assay for Allosteric Antagonists of the Human D2 Dopamine Receptor: Primary Screen for Antagonists; D(2) dopamine receptor (Homo sapiens), P14416; HEK293 TREx D2 cells, calcium flux, dopamine EC80; inhibition, % at 10 µM; 340,000 compounds, 2% hits; AID 485344, 2010; in the data active = inhibition above about 30%; also: 0% is about no effect
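Compounds are added to dye-loaded, induced HEK293 T-REx cells coupled to calcium release via D2; after a 3 min kinetic read an EC80 dopamine stimulus is given and fluorescence is recorded for 3 more min.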
RXFP1 agonist = qHTS Assay for Agonists of the Relaxin Receptor RXFP1. HEK293T-RXFP1 cAMP TR-FRET, 30 min; response scale: percent of porcine relaxin response, buffer zero. 370,000 compounds, 0.3% hits. Relaxin receptor 1 (Homo sapiens), Q9HBX9. Potency, µM (titrated, usually from 57.5 µM), for the others: at the top dose activation, usual class: activators. AID 2676, 2010; active = well fitted activation curve with a large enough effect; inconclusive = small, poorly fitted or top-dose-only effect; also: potency is read from the fitted curve at half-maximal effect; % is scaled to controls: 0 for no effect and ±100 for the full control effect; nearly all actives have a fitted effect of over 60% in size; many of its hits are not listed in these tables
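Agonist response is measured as cAMP accumulation in an RXFP1-transfected HEK293T line under PDE4 inhibition. Values are scaled between buffer-only and 29 nM porcine relaxin, and EC50s come from standard Hill equation fits.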
D2 PAM = HTS Assay for Positive Allosteric Modulators of the Human D2 Dopamine Receptor: Primary Screen for Potentiators; D(2) dopamine receptor (Homo sapiens), P14416; HEK293 T-REx D2, calcium flux, EC20 dopamine potentiation; potentiation, % at 10 µM; 340,000 compounds, 0.34% hits;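 active = potentiation over 3 SD above the plate norm, cut at about 30% in these data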; also: 0% is about no effect
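Using a no-wash calcium dye in inducible, force-coupled HEK293 Trex cells expressing D2, we tracked fluorescence each second for 180 s after compound, then for 180 s after EC20 dopamine to detect augmented signalling.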
D1 potentiator = Potentiators of Human D1 Dopamine Receptor: qHTS; D(1A) dopamine receptor (Homo sapiens), P21728; HEK293 TREx D1 cells, calcium flux, dopamine EC20 potentiation; potentiation, % at 10 µM; 360,000 compounds, 0.036% hits; in the data active = potentiation above about 30%; also: 0% is about no effect
D1 antagonist = Antagonist of Human D 1 Dopamine Receptor: qHTS. HEK293 TREx D1 cells, calcium flux, dopamine EC80; active compounds read low. D(1A) dopamine receptor (Homo sapiens), P21728. AID 504652, 2011. 360,000 compounds, 3.2% hits. activity change, negative = inhibition, % at 10 µM; in the data active = activity change below about -30%; also: % is scaled to controls: 0 for no effect and ±100 for the full control effect
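Allosteric or orthosteric antagonism assessed as attenuation of the calcium response to EC80 dopamine, added 180 s after compound, in induced HEK293 Trex D1 cells loaded with no-wash calcium dye.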
An asterisk follows results filed as active; u = inconclusive; x = not tested or not shown. A portion of the library. The share of hits here may be higher or lower than overall.

SMILES	D2 agonist	D1 ag	TRHR PAM	RXFP1 antagonist	D2 antagonist	RXFP1 agonist	D2 PAM	D1 potentiator	D1 antagonist
CCOC(=O)C1=C(C)OC(N)=C(C#N)C1c1cc2c(cc1[N+](=O)[O-])OCO2 (configuration not stated)	0.8	3	-3	9	-25	0.5%	17	-7	5
CC(=O)NN1C(=O)/C(=C/c2ccc(C(C)C)cc2)SC1=S	-1.9	3	2	-14	-4	-0.7%	2	1	13
Clc1ccc(C2Nc3cccc4cccc(c34)N2)cc1	0.4	3	2	6	-4	1.1%	15	0	-3
O=S(=O)(c1ccc2c(c1)OCCO2)N1CCN(S(=O)(=O)c2ccccc2Cl)CC1	x	3	1	x	x	x	x	-3	-12
Cc1cc(NC(=O)CNC(=O)C2CCCCC2)no1	x	-1	13	31	x	0.2%	x	-2	9
CCC(=O)NNc1nc2c(C)cc(C)cc2s1	5.5	-1	8	-3	-11	2.1%	-8	-8	2
O=C(CN1C(=O)NC2(CCCC2)C1=O)N1CCN(Cc2ccccc2)CC1	0.4	0	5	-8	12	0.2%	5	2	7
O=C(CSc1ccc(-c2ccco2)nn1)c1ccccc1	2.7	1	8	-12	-14	-2.7%	10	-2	12
COc1cccc(CN(C)C(=O)CNC(=O)c2ccc3c(c2)OCO3)c1OC	0.2	2	0	-6	18	0.3%	1	-16	1
Cc1cc(C)c(C(=O)CN2C(=O)NC3(CCC(C)CC3)C2=O)cc1C (configuration not stated)	1.9	3	3	4	-4	8.0%	-7	-1	-29
Cc1c(F)cccc1NC(=O)C1CCCN1S(=O)(=O)c1ccc(F)cc1 (configuration not stated)	-0.1	-1	2	-5	x	-0.4%	-10	-2	-2
CCc1ccc(-c2nc(NC(=O)c3ccc(OCC(=O)Nc4ccc(F)cc4)c(OC)c3)sc2C)cc1	-0.6	2	9	9	-6	32µM*	10	-7	9
CC1CCN(CCNC(=O)c2ccc(Cn3c(SCc4ccccc4)nc4cccnc43)cc2)CC1	0.5	1	14	-9	x	-1.2%	-27	-7	-11
CCN(CC)c1nc(C)nc2c1sc(=S)n2C	0.1	3	-5	-7	-6	-0.2%	12	-2	-14
Cc1cc(NCCCN2CCOCC2)n2ncc(-c3ccc(Cl)cc3)c2n1	-1.3	2	0	13	-8	7.0%	-10	-12	4
NC(=S)N/N=C/c1ccc(-n2nncc2-c2ccc(Cl)cc2)cc1	-1.0	20	4	-73*	-4	0.7%	0	-4	8
CSc1ccccc1NC(=O)Nc1ccc(Cl)cc1	1.2	2	-7	5	31*	1.6%	-26	-2	-22
CCOC(=O)N1CCN(c2cc(NCCC(=O)O)c3c4c(onc24)-c2ccccc2C3=O)CC1	-0.2	2	-2	u	2	-7.1%	5	3	13
CN(CCCN1CCCCC1)C(=O)c1cc(COc2ccc(F)cc2F)on1	-0.4	5	2	4	-17	-0.4%	-5	0	2
CN(C(=O)c1ccccc1Cl)C1CCCCC1	0.2	2	-4	-6	-21	0.4%	-10	5	3

2 records picked at random from those above:
SMILES	D2 agonist	D1 ag	TRHR PAM	RXFP1 antagonist	D2 antagonist	RXFP1 agonist	D2 PAM	D1 potentiator	D1 antagonist
CCOC(=O)N1CCN(c2cc(NCCC(=O)O)c3c4c(onc24)-c2ccccc2C3=O)CC1	-0.2	2	-2	u	2	-7.1%	5	3	13
Cc1c(F)cccc1NC(=O)C1CCCN1S(=O)(=O)c1ccc(F)cc1 (configuration not stated)	-0.1	-1	2	-5	x	-0.4%	-10	-2	-2

(more compounds)
SMILES	D2 agonist	D1 ag	TRHR PAM	RXFP1 antagonist	D2 antagonist	RXFP1 agonist	D2 PAM	D1 potentiator	D1 antagonist
O=C(/C=C/c1cccc(F)c1)Nc1ccc(S(=O)(=O)Nc2ncccn2)cc1	-0.2	2	14	8	2	0.8%	10	0	4
O=C(Nc1cc(C(F)(F)F)ccc1Cl)c1cc2nc3c(c(C(F)(F)F)n2n1)CCCC3	0.3	1	3	-2	-2	-0.8%	-1	0	10
CCOc1ccc(CCNC(=O)C2=C(C)C(=O)OC23CCC(C)CC3)cc1 (configuration not stated)	0.9	-1	-3	-10	2	0.4%	-2	-6	-6
O=C(O)C1Cc2[nH]cnc2C(c2cccc([N+](=O)[O-])c2)N1 (configuration not stated)	2.9	1	18	12	-6	3.9%	-16	-1	5
COC(=O)c1sc(NC(=O)Cc2cccs2)nc1C	-0.3	3	5	-3	-16	-0.4%	5	-12	-1
Cc1cc(C(F)(F)F)nc(-n2cc(-c3cccc(N)c3)nn2)n1	-0.3	0	-1	-2	-9	1.2%	-1	0	-19
C/C(Cn1cnc([N+](=O)[O-])n1)=N\NC(=O)c1cccnc1	0.7	0	10	3	0	0.5%	8	0	-1
C=CCSc1nc2ccccc2n2cnnc12	x	0	9	3	x	13%	x	2	-1
CCc1ccccc1NC(=O)COc1cccc2ccc(C)nc12	0.1	3	7	0	10	0.0%	0	-5	-2
COc1ccc(-c2csc(Nc3ccc(S(N)(=O)=O)cc3)n2)cc1OC	-1.0	2	-4	-2	-6	-0.8%	30	3	-15
Cc1ccc(C(=O)N2CC=C(c3ccccc3)CC2)o1	0.1	0	-3	2	-12	1.1%	2	-2	-6
CCOc1ccc(CCNC(=O)CN(C)S(=O)(=O)c2ccc3c(c2)CCC(=O)N3)cc1OCC	0.5	0	4	5	-11	0.8%	7	1	1
CCOC(=O)c1ccc(NC(=O)COc2ccccc2CNCCc2ccccc2)cc1	x	20	5	-7	x	-0.8%	x	-10	x
Cc1ccccc1CN1C(=O)c2ccccc2S(=O)c2ccc(C(=O)NCc3ccccc3)cc21 (configuration not stated)	1.1	-1	4	-25	x	3.6%	15	-1	-7
CCOC(=O)CCCN1CC(O)=C(c2nc3ccccc3s2)C1=N	0.0	2	-1	-8	16	-0.9%	0	-9	-3
O=c1[nH]c2ccccc2c(O)c1SCCO	x	3	-2	-1	x	4.8%	x	3	0
COc1ccc(Cl)cc1NC(=O)Cn1c(=O)oc2ccccc21	x	4	-3	4	x	0.4%	x	-8	-8
Cc1ccc(NC(=S)NCc2ccccc2)c(C)c1	-0.7	7	4	8	11	-0.2%	-1	2	-26
CCOc1ccc(C(OC(=O)c2ccco2)C(=O)NCc2ccc(C)cc2)cc1 (configuration not stated)	-0.4	9	0	-15	-7	2.2%	8	-3	10
CCOc1ccccc1NC(=O)CCS(=O)(=O)c1ccc2c(c1)CC(C)N2C(C)=O (configuration not stated)	0.3	0	-3	1	17	0.7%	8	-8	17
O=C(O)CC(SCC(=O)NC1CCCc2ccccc21)C(=O)O (configuration not stated)	0.0	1	7	16	-7	-5.4%	-5	-1	2
Clc1ccc(-c2cn3cc(Br)ccc3n2)cc1Cl	-0.5	5	4	-2	0	14%	5	0	11
COc1ccc(NC(=O)c2ccc3c(=O)n4nc(Nc5cc(C)ccc5C)sc4nc3c2)cc1	0.4	3	8	4	x	1.4%	-2	7	-4
Cc1ccc(CSc2ccc3nnc(CCNS(=O)(=O)c4ccc(C)cc4)n3n2)cc1	-0.8	-1	1	-10	x	7.1%	-5	-2	-2
COc1ccc(NC(=O)CCS(=O)(=O)c2ccc3c(c2)CCCN3C(C)=O)cc1	-0.1	1	-4	14	2	1.4%	1	-2	-3
CCN(CC(=O)Nc1ccccc1C(F)(F)F)C(=O)Cc1sc(C)nc1-c1ccc(F)cc1	-0.2	7	17	0	-12	-0.5%	12	4	5
Cc1cccc(Nc2nnc(SCC(=O)Nc3cccnc3Cl)s2)c1	0.1	0	5	x	-16	-1.6%	-5	0	-19
COc1ccc2sc(N(CCN(C)C)C(=O)c3ccc4ccccc4c3)nc2c1	x	4	-7	4	x	1.3%	x	2	1
N#Cc1nc(-c2ccc(COc3ccccc3)o2)oc1NCc1cccnc1	0.8	-2	6	7	x	-0.2%	20	-1	-7
COc1cc(CN(C(=O)c2oc3ccccc3c2C)C2CCS(=O)(=O)C2)cc(OC)c1OC (configuration not stated)	0.9	7	2	4	x	0.8%	0	1	-5
N#C/C(Cn1c[n+](NC(=O)Nc2ccccc2)cn1)=N/O	-0.4	4	-6	4	12	-1.6%	-13	7	-1
CCOc1ccc(NC(=O)COC(=O)CSCC(=O)Nc2ccc(C)cc2C)cc1	-0.3	2	2	1	-2	-0.1%	-2	-3	11
Cn1c(O)c(N=NC(=O)CNC(=O)c2cccnc2)c2ccccc21	0.2	1	-4	14	1	5.7%	13	3	-17
CCc1ccccc1NC(=O)C1CCCN(S(=O)(=O)c2c(C)noc2C)C1 (configuration not stated)	-1.0	8	29	-10	7	-0.4%	9	4	-6
COC(=O)CN1C(=O)C(O)(CC(=O)c2ccc(C)o2)c2ccccc21 (configuration not stated)	x	1	8	-3	x	1.5%	26	-15	1
O=C(O)c1c2c(nc3ccccc13)/C(=C/c1cccc([N+](=O)[O-])c1)CCC2	0.2	4	-2	-2	-7	2.0%	-6	x	5
COc1ccc(-c2nc(CS(=O)(=O)CC(=O)NC3CCC(C)CC3)c(C)o2)cc1 (configuration not stated)	-0.4	31*	5	9	10	-4.0%	0	-5	-33*
Cc1ccccc1C(=O)OCn1nnc2ccccc2c1=O	0.4	1	0	6	4	1.5%	10	-2	-12
NNC(=O)C1CC1(c1ccccc1)c1ccccc1 (configuration not stated)	0.0	0	-6	-1	0	-0.7%	9	2	2
Cc1ccc(NC(=O)c2c(C)cc(C)nc2SCC(=O)Nc2ccc(Br)cc2)cc1	4.0	0	-5	-29	x	0.5%	-23	-2	12
COC(=O)/C(=N\Nc1ccccc1)Sc1nnc(-c2ccc(OC)cc2)n1C	0.4	-1	-4	-4	0	0.1%	14	4	-9
CCCCC(=O)Nc1nnc(SCC(=O)N2CCN(c3ccccc3OC)CC2)s1	0.6	2	-10	-9	22	1.2%	1	-1	-4

Limited to D2 antagonist, for some of the entries so far:
| SMILES | D2 antagonist |
| --- | --- |
| O=C(CN1C(=O)NC2(CCCC2)C1=O)N1CCN(Cc2ccccc2)CC1 | 12 |
| Cc1ccccc1C(=O)OCn1nnc2ccccc2c1=O | 4 |
| N#C/C(Cn1c[n+](NC(=O)Nc2ccccc2)cn1)=N/O | 12 |
